Screening results from PubChem BioAssay.
POLI inh = inhibitors of human DNA polymerase iota; 390,000 tested, 1% active; Potency, µM (highest dose often 115 µM), inactives show at the highest dose activity, negative = inhibition, hits mostly inhibitors; Pol iota fluorescent replication assay, 10 min; further: potency means the concentration at half of the fitted maximal effect
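Fluorescent replication assay read twice, at 0 min and 10 min after adding 50 nM (final) substrate. Enzyme (10 nM) and compounds were first incubated 15 min at room temperature; enzyme-free buffer wells were negative controls.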
Pol kappa inh = blocks human DNA polymerase kappa activity. Potency, µM (highest dose often 107 µM), for inactives: at the top dose activity, negative = inhibition, hits mostly inhibitors. Q9UBT6. purified Pol kappa, fluorescent DNA synthesis assay, 10 min. 400,000 tested, 0.53% active. AID 588579; further: potency means the concentration at half of the fitted maximal effect; on the % scale 0 is the no-effect control and ±100 the full control effect
Target sequence (Q9UBT6 whole entry, looked up): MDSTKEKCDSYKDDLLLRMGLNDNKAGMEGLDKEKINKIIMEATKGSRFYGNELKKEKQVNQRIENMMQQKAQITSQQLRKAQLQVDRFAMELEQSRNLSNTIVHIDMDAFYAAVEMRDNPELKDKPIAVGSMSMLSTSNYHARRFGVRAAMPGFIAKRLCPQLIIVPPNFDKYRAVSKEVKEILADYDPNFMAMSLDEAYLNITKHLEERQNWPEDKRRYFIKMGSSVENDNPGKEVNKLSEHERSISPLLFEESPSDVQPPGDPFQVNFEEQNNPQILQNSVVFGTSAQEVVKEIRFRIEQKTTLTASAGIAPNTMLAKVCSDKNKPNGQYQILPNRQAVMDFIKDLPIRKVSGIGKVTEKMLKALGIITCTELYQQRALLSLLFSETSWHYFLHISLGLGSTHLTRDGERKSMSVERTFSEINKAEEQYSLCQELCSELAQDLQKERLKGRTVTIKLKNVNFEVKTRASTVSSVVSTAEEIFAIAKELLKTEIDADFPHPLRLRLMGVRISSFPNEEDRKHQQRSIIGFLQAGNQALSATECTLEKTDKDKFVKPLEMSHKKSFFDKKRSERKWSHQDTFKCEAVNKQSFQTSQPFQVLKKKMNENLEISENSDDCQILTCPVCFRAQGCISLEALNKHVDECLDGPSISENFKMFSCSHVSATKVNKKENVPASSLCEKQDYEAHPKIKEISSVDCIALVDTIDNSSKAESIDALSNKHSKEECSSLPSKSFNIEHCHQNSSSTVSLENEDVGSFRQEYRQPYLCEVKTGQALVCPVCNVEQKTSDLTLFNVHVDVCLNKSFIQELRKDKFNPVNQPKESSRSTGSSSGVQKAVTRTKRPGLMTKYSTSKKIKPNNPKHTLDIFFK
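10 nM Pol kappa was preincubated with compounds for 15 min at room temperature. Reaction started with 50 nM (final) substrate. Fluorescence read kinetically at 0 and 10 min.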
Pol beta inh = inhibitors of human DNA polymerase beta; Potency, µM (top dose mostly 114 µM), for the others: at the top dose activity change, negative = inhibition, actives largely listed as inhibitors; 340,000 tested, 1.3% active; Pol beta primer extension/strand displacement, fluorescence kinetic; AID 485314; further: potency means the concentration at half of the fitted maximal effect; on the % scale 0 is the no-effect control and ±100 the full control effect
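10 nM enzyme + cpd, 15 min RT; start with substrate 50 nM final; read 0 min and after 10 min RT. Corrected, normalized data; 4-parameter Hill curve fit.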
Apoferritin bind = candidate novel general anesthetic via apoferritin binding | apoferritin/1-aminoanthracene competitive binding, fluorescence | 350,000 tested, 0.074% active | Potency, µM (top dose mostly 77.5 µM), inactives show top-dose activity change, negative = displacement, usual class: inhibitors; further: potency means the concentration at half of the fitted maximal effect; on the % scale 0 is the no-effect control and ±100 the full control effect; nearly all actives have a fitted effect of over 20% in size
Target sequence (P02791 2-175 limits assumed): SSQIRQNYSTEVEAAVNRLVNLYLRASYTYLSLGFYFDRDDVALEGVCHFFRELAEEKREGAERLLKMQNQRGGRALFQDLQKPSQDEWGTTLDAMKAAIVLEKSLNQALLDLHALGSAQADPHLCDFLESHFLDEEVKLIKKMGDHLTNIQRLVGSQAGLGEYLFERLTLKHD
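Horse-spleen apoferritin (10 uM) was mixed with 50% saturated 1-aminoanthracene in PBS, exposed to compounds for 10 min at room temperature, and read for fluorescence (ex 380 nm, em 535 nm). Competitive displacement was fitted with a four-parameter Hill equation.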
RXFP1 antag = antagonists of human relaxin receptor RXFP1 | Q9HBX9 | activity change, negative = inhibition, % at 57.5 µM | 350,000 tested, 0.59% active | HEK293-RXFP1, relaxin-stimulated cAMP HTRF, 30 min; hits give low values;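 active means activity change of -60% or lower, but not beyond a set lower limit; inconclusive means change between -60% and -40%, or beyond the set limit; inactive means change above -40%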; further: on the % scale 0 is the no-effect control and ±100 the full control effect
APEX1 inh = APE1 (human) endonuclease inhibition. P27695. recombinant APE1, TAMRA/BHQ-2 abasic DNA cleavage fluorescence. Potency, µM (top dose mostly 65.8 µM), without a hit: at the highest dose activity change, negative = inhibition, hits mostly inhibitors. 350,000 tested, 0.35% active. AID 2517;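 further: potency means the concentration at half of the fitted maximal effect; plate controls were vehicle for no effect and reference inhibitor for full effect; nearly all actives have a fitted effect of over 55% in size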
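Quantitative HTS: incision of a TAMRA/BHQ-2 double-stranded substrate bearing a tetrahydrofuran abasic site by 0.75 nM APE1 raises fluorescence. Substrate 50 nM final, added after 15 min compound preincubation at room temperature; progress as third-minus-first kinetic read difference.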
Tb PGK inh = blocks T. brucei phosphoglycerate kinase | AID 602233 | PGK/GAPDH coupled, Kinase-Glo luminescence, 60 min | Potency, µM (highest dose often 57.5 µM), inactives show top-dose activity change, negative = inhibition, most hits filed as inhibitors | 380,000 tested, 0.043% active | P07378; further: potency means the concentration at half of the fitted maximal effect; on the % scale 0 is the no-effect control and ±100 the full control effect; nearly all actives have a fitted effect of over 60% in size
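Recombinant glycosomal PGK reaction used 1,3-bisphosphoglycerate generated in-well by GAPDH (100nM final) in 100mM TEA pH 7.6, 5mM MgCl2, 0.01% Tween-20. After 60 minutes at room temperature, ATP was read by Kinase-Glo Plus luminescence end-point.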
BLM helicase inh = blocks DNA unwinding by human BLM helicase | P54132 | recombinant BLM DNA unwinding, fluorescence dequenching | Potency, µM (highest dose often 56.1 µM), for the others: top-dose activity change, negative = inhibition, actives largely listed as inhibitors | 350,000 tested, 0.2% active | AID 2528;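 further: potency means the concentration at half of the fitted maximal effect; plate controls were vehicle for no effect and no enzyme for full effect; nearly all actives have a fitted effect of over 35% in size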
POLH inh = inhibitors of human DNA polymerase eta; Potency, µM (highest dose often 114 µM), for the others: at the highest dose activity change, negative = inhibition, hits mostly inhibitors; Q9Y253; recombinant Pol eta, fluorescent DNA replication assay; 390,000 tested, 1.2% active; further: potency means the concentration at half of the fitted maximal effect; on the % scale 0 is the no-effect control and ±100 the full control effect
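Fluorescent replication assay: 50 nM final substrate added after a 15 min room-temperature compound preincubation with 10 nM enzyme. Signal taken at 0 min and again at 10 min.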
The depositor's hits bear a star; & = joins results of further samples; [ ] = another dose, or the depositor's remark. Unless noted, the call rests on the fitted dose curve; in most records, active means well fitted curve in the direction sought with a large enough effect; inconclusive means small, poorly fitted or top-dose-only effect, or another doubt; inactive means no such curve, though single readings can be large; an effect the other way counts as inactive or inconclusive. Some of the compounds tested (hit frequency here may not be typical).

COc1cc2c(cc1NC(=O)Cn1cnc3c1c(=O)n(C)c(=O)n3C)oc1ccccc12 was read as Pol beta inh 16%, Apoferritin bind -8%, APEX1 inh 3% and BLM helicase inh 1%.
`CCOc1ccc(NC(=O)C2CCCCN2S(=O)(=O)c2ccccc2)cc1` (stereo not drawn) gave POLI inh 6%, Pol kappa inh -20%, Pol beta inh 9%, Apoferritin bind -21%, RXFP1 antag -14, APEX1 inh 2%, Tb PGK inh inactive, BLM helicase inh -6% and POLH inh -14%.
`Fc1ccccc1-c1nc(-c2ccccc2)no1` gave POLI inh 7%, Pol kappa inh -11%, Pol beta inh -16%, Apoferritin bind 3%, RXFP1 antag -5, APEX1 inh 5%&-13%, Tb PGK inh -27%, BLM helicase inh 0% and POLH inh 8%.
Screening Cc1cc2c(ncn2C)c(NS(=O)(=O)c2cc(Cl)ccc2Cl)c1C returned POLI inh 12%, Pol kappa inh 1%, Pol beta inh inconclusive, Apoferritin bind -19%, RXFP1 antag 0, APEX1 inh -1%, Tb PGK inh 2%, BLM helicase inh -2% and POLH inh 5%.
CC(=O)Cc1nsc(Nc2ccc3c(c2)OCCO3)n1 was read as POLI inh -5%, Pol kappa inh -16%, Pol beta inh 0%, Apoferritin bind inconclusive, RXFP1 antag -17, APEX1 inh 0%, Tb PGK inh inactive, BLM helicase inh -2% and POLH inh -5%.
For Nc1nc(-c2cccnc2)nn1C(=O)Cc1ccccc1 the results were POLI inh 14%, Pol kappa inh 18%, Pol beta inh 21%, Apoferritin bind 5%, RXFP1 antag 9, APEX1 inh inconclusive, Tb PGK inh 2%, BLM helicase inh -9% and POLH inh -8%.
For CCS(=O)(=O)N1CCC(C(=O)NCc2ccccc2OC)CC1 the results were POLI inh -26%, Pol kappa inh -6%, Pol beta inh 2%, Apoferritin bind -8%, RXFP1 antag 8, APEX1 inh -4%, Tb PGK inh 3%, BLM helicase inh -1% and POLH inh -2%.
`Cc1ccc(CNC(=O)CSc2nc3ccsc3c(=O)n2NC(=O)c2ccccc2)cc1` gave POLI inh -5%, Pol kappa inh -26%, Pol beta inh 1%, Apoferritin bind -22%, RXFP1 antag 3, APEX1 inh 1%, Tb PGK inh 0%, BLM helicase inh -2% and POLH inh -2%.
CCOC(=O)C1CCN(CC(=O)Nc2ccc(OC)c(S(=O)(=O)N3CCCCC3)c2)CC1 was read as POLI inh 7%, Pol kappa inh -2%, RXFP1 antag -1, APEX1 inh 2%, Tb PGK inh -8% and POLH inh -19%.
For COc1cc(NC(=O)c2cccs2)c(C(=O)OCC(=O)NCc2ccco2)cc1OC the results were POLI inh inconclusive, Pol kappa inh 79µM*, Pol beta inh 13µM*, Apoferritin bind -4%, RXFP1 antag -13, APEX1 inh inconclusive, Tb PGK inh -11%, BLM helicase inh inconclusive and POLH inh 10µM*.
Screening O=c1oc(-c2ccc(Br)cc2)nc2ccccc12 returned POLI inh 80%[activator], Pol kappa inh 0%, Pol beta inh -4%, Apoferritin bind -7%, RXFP1 antag inconclusive, APEX1 inh 26%, Tb PGK inh 5%, BLM helicase inh -11% and POLH inh -15%.
For COc1cccc(C(=O)Nc2nc3c(s2)CN(C)CC3)c1 the results were POLI inh 19%, Pol kappa inh -1%, Pol beta inh 3%, Apoferritin bind -11%, RXFP1 antag -1, APEX1 inh 2%, Tb PGK inh -4%, BLM helicase inh 1% and POLH inh -4%.
Screening Cc1ccc2nc(-c3ccncc3)c(Nc3ccccc3)n2c1 returned POLI inh 19%&22%, Pol kappa inh 3%&-13%, Pol beta inh 1%, Apoferritin bind -12%, RXFP1 antag -6, APEX1 inh 2%, Tb PGK inh 15%, BLM helicase inh 1% and POLH inh -10%.
For CN1C(C(=O)NCc2ccccc2)CC2Cn3c(nc4cc(Cl)c(Cl)cc43)C21 (stereo not drawn) the results were POLI inh 4%, Pol kappa inh 5%, Pol beta inh 2%, Apoferritin bind -8%, APEX1 inh 1%, Tb PGK inh 2%, BLM helicase inh -1% and POLH inh -3%.
For CCCc1cc(=O)oc2c(C)c(OC3CCCCC3=O)ccc12 (stereo not drawn) the results were POLI inh -11%, Pol kappa inh -11%[60.1 µM], Pol beta inh 31%, Apoferritin bind -2%, RXFP1 antag -3, APEX1 inh 0%, Tb PGK inh -6%, BLM helicase inh -5% and POLH inh 7%.
For CN1CCN(c2cc3c(c4c2[nH]c2ccccc24)C(=O)CC(C)(C)C3)CC1 the results were POLI inh -4%, Pol kappa inh -21%, Pol beta inh -11%, Apoferritin bind 216%[activator], APEX1 inh 4%, Tb PGK inh -4%, BLM helicase inh -6% and POLH inh -23%.
`Cc1cccc(C)c1C(=NCCCN(C)C)c1ccccc1` gave POLI inh 32%[activator], Pol kappa inh -11%, Pol beta inh 22%, Apoferritin bind -11%, RXFP1 antag -4, APEX1 inh 13%, Tb PGK inh -8%, BLM helicase inh -10% and POLH inh -9%.
CCN(CC)C(=O)c1[nH]cnc1C(=O)NCC(=O)OCc1ccccc1 was read as POLI inh 8%, Pol kappa inh -8%, Pol beta inh 21%, Apoferritin bind 2%, APEX1 inh -5%, Tb PGK inh 2%, BLM helicase inh -1% and POLH inh -6%.
CCSc1nc2ccc(OC)cc2cc1C#N was read as POLI inh -2%, Pol kappa inh -5%, Pol beta inh 42%, Apoferritin bind -4%, RXFP1 antag -3, APEX1 inh 12%, Tb PGK inh 4%, BLM helicase inh -9% and POLH inh -1%.
CCN(CCCNC(=O)c1cc2cc3ccc(OC)cc3nc2s1)c1cccc(C)c1 was read as POLI inh 79µM*, Pol kappa inh inconclusive, Pol beta inh 4µM*, Apoferritin bind 40%[activator], Tb PGK inh -5%, BLM helicase inh -19% and POLH inh inconclusive.
For NC(=O)Nn1c(CCC(=O)O)ccc1-c1ccc(F)cc1 the results were POLI inh 7%, Pol kappa inh 1%, Pol beta inh inconclusive, Apoferritin bind 0%, RXFP1 antag -4, APEX1 inh 2%, Tb PGK inh -2%, BLM helicase inh 3% and POLH inh 0%.
For CC(=O)/C(N=Nc1cc(C)ccc1O)=C(\C)O the results were POLI inh 44%[activator], Pol kappa inh inconclusive, Pol beta inh inconclusive, Apoferritin bind -7%, RXFP1 antag -15, APEX1 inh 4%, Tb PGK inh -3%, BLM helicase inh -6% and POLH inh inconclusive.
For O=C1OCCC1Sc1nnc(-c2ccccc2Br)n1Cc1ccccc1 (stereo not drawn) the results were POLI inh 46%[activator], Pol kappa inh -11%, Pol beta inh 11%, Apoferritin bind -8%, APEX1 inh 3%, Tb PGK inh 2%, BLM helicase inh 0% and POLH inh -6%.
`CCc1cccc(C)c1NC(=O)c1nc2ccccc2nc1N1CCCCC1` gave POLI inh 21%, Pol kappa inh -12%[60.1 µM], Pol beta inh -11%, Apoferritin bind -4%, RXFP1 antag -17, Tb PGK inh 7%, BLM helicase inh -1% and POLH inh -7%.
Screening CCCCc1ccc(NC(=O)C(=O)NCCN2CCN(Cc3ccc([N+](=O)[O-])cc3)CC2)cc1 returned POLI inh -14%, Pol kappa inh 10%, Pol beta inh 21%, Apoferritin bind -11%, RXFP1 antag 1, APEX1 inh -1%, Tb PGK inh -6%, BLM helicase inh -3% and POLH inh -5%.
`c1ccc(-n2ncc3c(N4CCN(CCOc5cccc6ccccc56)CC4)ncnc32)cc1` gave POLI inh 9%, Pol kappa inh -5%, Pol beta inh -7%, Apoferritin bind -14%, RXFP1 antag -8, APEX1 inh 5%, Tb PGK inh 4%, BLM helicase inh -4% and POLH inh 1%.
`CCCCNc1ccc(C(=O)Nc2cccc(C)n2)cc1[N+](=O)[O-]` gave POLI inh 2%, Pol kappa inh -11%, Pol beta inh -3%, Apoferritin bind 3%, RXFP1 antag 0, APEX1 inh inconclusive, Tb PGK inh -1%, BLM helicase inh -2% and POLH inh -6%.
For COCCn1cnnc1SCC(=O)Nc1ccc(Br)cc1F the results were POLI inh 146%[activator], Pol kappa inh -4%, Pol beta inh -27%, Apoferritin bind -7%, RXFP1 antag 17, APEX1 inh -5%, Tb PGK inh 5%, BLM helicase inh 1% and POLH inh -10%.
CCOc1ccc(CNS(=O)(=O)c2cc(-c3cc(C)no3)ccc2OC)cc1OC was read as POLI inh 53%[activator], Pol kappa inh -18%, Pol beta inh 7%, Apoferritin bind -2%, RXFP1 antag 14, APEX1 inh -8%, Tb PGK inh -9%, BLM helicase inh 2% and POLH inh -20%.
`c1ccc(-c2cc(N3CCCCC3)ncn2)cc1` gave POLI inh 21%, Pol kappa inh -21%, Pol beta inh 0%, Apoferritin bind 0%, RXFP1 antag 3, APEX1 inh inconclusive, Tb PGK inh -1%, BLM helicase inh -5% and POLH inh -11%.
Screening Cc1ccc(N2CC(C(=O)Nc3c4c(nn3C(C)(C)C)CS(=O)(=O)C4)CC2=O)cc1 (stereo not drawn) returned POLI inh -11%, Pol kappa inh -3%, Pol beta inh 31%, Apoferritin bind -3%, RXFP1 antag 3, APEX1 inh 1%, Tb PGK inh -6%, BLM helicase inh 2% and POLH inh -7%.
`Clc1ccc(-c2nnn3c2nc(NCc2ccc4c(c2)OCO4)c2ccccc23)cc1` gave POLI inh 28%, Pol kappa inh -14%, Pol beta inh 4%, Apoferritin bind 3%, Tb PGK inh -1%, BLM helicase inh -8% and POLH inh -10%.
CSc1ccc(CNCC(O)c2ccccc2)cc1 (stereo not drawn) was read as POLI inh 42%[activator], Pol kappa inh -1%, Pol beta inh 21%, Apoferritin bind -11%, RXFP1 antag -15, APEX1 inh -7%, Tb PGK inh -1%, BLM helicase inh 4% and POLH inh -20%.
O=C(OCc1nnc(-c2ccccc2)o1)C1CC(=O)N(Cc2ccco2)C1 (stereo not drawn) was read as POLI inh inconclusive, Pol kappa inh -27%, Pol beta inh inconclusive, Apoferritin bind -12%, RXFP1 antag 0, APEX1 inh -4%, Tb PGK inh 0%, BLM helicase inh 0% and POLH inh 1%.
For COc1ccc2sc(-c3ccc(S(C)(=O)=O)cc3)c(C#Cc3cncn3C)c2c1 the results were POLI inh -8%, Pol kappa inh -10%, APEX1 inh -13%, Tb PGK inh -5% and POLH inh -13%.
